Screening results from PubChem BioAssay.
JNK3 inh = JNK3 kinase activity inhibitors, primary screen, biochemical, human, purified enzyme; Mitogen-activated protein kinase 10 (Homo sapiens), P53779; HTS; AID 746, 2007; 60,000 tested, 0.61% active; inhibition, % at 8 µM; in the data active means inhibition above about 17%;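 further: 0% = DMSO and 100% = reference inhibitor; many of its hits are not listed in these tables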
Target sequence (P53779 whole entry, looked up): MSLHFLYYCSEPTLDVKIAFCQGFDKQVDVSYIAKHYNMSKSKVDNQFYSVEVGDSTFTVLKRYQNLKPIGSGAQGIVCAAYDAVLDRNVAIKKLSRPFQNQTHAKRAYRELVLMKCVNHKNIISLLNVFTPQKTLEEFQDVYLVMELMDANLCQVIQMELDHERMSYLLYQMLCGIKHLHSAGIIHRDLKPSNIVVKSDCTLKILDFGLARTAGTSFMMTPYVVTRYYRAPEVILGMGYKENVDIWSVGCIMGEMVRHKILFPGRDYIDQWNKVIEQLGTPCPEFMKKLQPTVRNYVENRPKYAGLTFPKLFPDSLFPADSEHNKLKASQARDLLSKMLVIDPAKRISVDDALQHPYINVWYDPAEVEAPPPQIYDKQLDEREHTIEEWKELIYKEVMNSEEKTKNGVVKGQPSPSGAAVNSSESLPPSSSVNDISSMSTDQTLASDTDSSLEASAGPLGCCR
Hsp90 inh = tumor Hsp90 inhibitors, primary screen, cell lysate, fluorescence polarization, NCI-N417 lysate; 64,000 tested, 0.35% active; inhibition, % at 30 µM; Cy3B-geldanamycin FP displacement;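 active means inhibition above 50%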;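 further: 0% = tracer plus lysate wells and 100% = tracer alone without lysate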
Cdc25B block = inhibitors of Cdc25B phosphatase catalytic domain, primary screen, biochemical, OMFP fluorescence. 65,000 tested, 0.1% active. inhibition, %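 (compounds tested at 10 µM final in the well)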. recombinant Cdc25B, OMFP fluorescence Ex485/Em525. AID 368, 2006. M-phase inducer phosphatase 2 (Homo sapiens), P30305; in the data active means inhibition above about 50%
Abs 340nm = compound light absorbance at 340 nm, profiling panel, artefact control, biochemical, MLSMR library, data from PS, PMK, MK assays; fold change at 10 µM; 65,000 tested, under 10 active; compound absorbance at 340 nm, fold over control;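 active means at 10 µM dose, initial 340 nm absorbance at least 2 fold that of control wells; inactive means change under 2 fold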;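 further: initial absorbance extrapolated from kinetic A340 decline of NADH oxidation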
DUSP1 inh = MKP-1 phosphatase inhibitors, primary screen, biochemical, in vitro | AID 374, 2006 | recombinant MKP-1, OMFP hydrolysis fluorescence | 65,000 tested, 0.15% active | Dual specificity protein phosphatase 1 (Homo sapiens), P28562 | inhibition, %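 (compounds tested at a single concentration somewhere between 10 and 100 µM)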;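 active means inhibition above about 50%, limit read from the data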;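 further: 0% = DMSO max control wells and 100% = wells with enzyme stopped by NaOH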
FXIIa mix inh = human factor XIIa inhibitors, primary screen, biochemical, pooled compound mixtures, fluorogenic substrate | inhibition, % at 5 µM | purified FXIIa | AID 684, 2007 | 62,000 tested, 0.2% active;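 further: 0% = enzyme without compound and 100% = no enzyme blank; some results filed as inactive read as strong as hits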
FXIa mix inh = FXIa protease inhibitors in compound pools, primary screen, biochemical, 10-compound mixtures; 62,000 tested, 0.19% active; Coagulation factor XI (Homo sapiens), P03951; purified FXIa, fluorogenic substrate, pooled mixtures; inhibition, % at 5 µM; AID 680, 2007;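 further: each value is inhibition by a whole ten-compound pool holding the compound; 0% = enzyme with no mixture and 100% = wells lacking enzyme; strong numbers were not always called active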
Target sequence (P03951 19-387 limits assumed): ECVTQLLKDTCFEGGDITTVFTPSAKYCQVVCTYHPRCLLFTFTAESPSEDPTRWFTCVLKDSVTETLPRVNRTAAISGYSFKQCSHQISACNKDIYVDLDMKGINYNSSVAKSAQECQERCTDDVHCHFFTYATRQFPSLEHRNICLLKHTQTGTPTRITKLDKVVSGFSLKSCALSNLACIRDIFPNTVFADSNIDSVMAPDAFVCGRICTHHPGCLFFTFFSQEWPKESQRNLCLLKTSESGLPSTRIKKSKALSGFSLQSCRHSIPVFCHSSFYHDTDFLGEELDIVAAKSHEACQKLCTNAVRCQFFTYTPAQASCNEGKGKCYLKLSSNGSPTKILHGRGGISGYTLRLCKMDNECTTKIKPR
Target sequence (P03951 388-625 limits assumed): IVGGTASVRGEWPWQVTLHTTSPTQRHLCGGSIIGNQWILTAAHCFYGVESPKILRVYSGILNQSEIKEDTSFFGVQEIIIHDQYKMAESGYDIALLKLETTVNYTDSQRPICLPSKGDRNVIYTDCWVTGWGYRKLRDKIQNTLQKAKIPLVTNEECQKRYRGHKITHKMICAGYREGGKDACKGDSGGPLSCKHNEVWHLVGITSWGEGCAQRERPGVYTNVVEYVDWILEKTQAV
MMP-13 inhibitor = human MMP13 inhibitors, primary screen, biochemical, FRET peptide cleavage | Collagenase 3 (Homo sapiens), P45452 | MMP-13 fTHP FRET cleavage, Mca fluorescence | inhibition, % at 4 µM | 65,000 tested, 0.07% active | AID 570, 2006;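 active means inhibition above the mean of compound-free control plate wells plus 3 SD, cut at about 14% in these data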;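 further: 0% = DMSO wells and 100% = wells with reference MMP-13 inhibitor after basal subtraction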
AP complement = alternative complement pathway inhibitors, primary screen, biochemical, ELISA, human serum, orthogonally pooled compounds | LPS-coated ELISA, C3 deposition; tested in compound mixtures | inhibition, % at 5 µM | 62,000 tested, 0.08% active | AID 1235, 2008;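 active means inhibition above 30% in each of the two pooled mixtures holding the compound, so the lower value exceeds 30%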;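 further: 0% = serum in Mg-EGTA without compound and 100% = EDTA serum blank; some compounds past the cut are filed as inactive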
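Assay system: Human serum alternative complement pathway, C3 deposition on LPS-coated wells | Incubation: 1 h serum-compound exposure at 37 °C | Doses: 5 µM per compound in ten-compound mixtures | Read-out: Percent inhibition | Technique: ELISA with HRP anti-human C3 antibody, TMB substrate, absorbance 450 nm | Replication: Two pool placements per compound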
The depositor's hits bear a star; i = inactive; / = not tested or not shown; & = joins results of further samples; [ ] = remark or other dose. Unless noted, no stated cut-off is given here; in the data, active means inhibition above about 20% (passing the limit was not always enough); inactive means the rest.

SMILES	JNK3 inh	Hsp90 inh	Cdc25B block	Abs 340nm	DUSP1 inh	FXIIa mix inh	FXIa mix inh	MMP-13 inhibitor	AP complement
Cn1cccc1Cc1nnc(SCC(=O)NC2CCCC2)n1CCc1ccccc1	1	-6	-4	1	-4	12	0	2	7
CC(=O)c1c(C)n(-c2ccccc2)c2ccc(O)cc12	14	-1	-2	1.1	2	2	8	0	9
CCc1ccccc1N1C(=O)C2CC=CCC2C1=O (stereo not given)	-1	0	-3	1	-1	2	5	2	16
COCCNS(=O)(=O)c1ccc2c(c1)C(=O)c1cc(S(=O)(=O)NCCOC)ccc1-2	/	/	-6	1	13	-10	6	0	14
CCCn1nc(NC(=O)CC(C)C)c2cc3ccccc3nc21	/	/	-3	1.1	5	2	-5	3	7
O=C(O)C1CCCCC1C(=O)Nc1ccccn1 (stereo not given)	0	-1	-10	1	0	4	6	-5	2
COc1ccc(NC(=O)C2CC(c3cc(OC)c(OC)c(OC)c3)=NO2)cc1OC (stereo not given)	3	5	-1	1	11	1	2	0	12
CCCCC(c1nnnn1CCOC)N1CCN(c2cccc(OC)c2)CC1 (stereo not given)	-8	-2	-10	0.97	-2	0	10	2	11
CCOc1ccc(CC(=O)NCc2cn3c(C)csc3n2)cc1	-7	-4	-42	1	9	11	6	2	8
CCOc1nc(OCC)nc(N2CCC(C)CC2)n1	-4	-4	-18	0.99	-7	-5	-1	1	-5
Cc1cnc(C(=O)Nc2ccc(C(=O)N(C)C3CCCCC3)cc2)cn1	/	/	-14	1	5	4	-4	3	20
COc1ccccc1CN(CC(=O)NCC1CCCO1)C(=O)CNS(=O)(=O)c1ccc(C)cc1 (stereo not given)	9	-3	6	1	-12	9	6	4	-2
COCc1[nH]nc2c1C(c1sccc1C)C(C#N)=C(N)O2 (stereo not given)	-5	-4	-6	1.1	-23	/	/	2	/
CCCCOc1ccc(C(=O)NC)cc1	3	1	2	1	4	0	12	0	13
Cc1nc2nc(CSc3nnc(C)s3)cc(=O)n2[nH]1	5	-11	-3	0.99	-13	6	15	3	9
CS(=O)(=O)N(CC(=O)N1CCN(Cc2ccccc2)CC1)C1CCCCC1	2	-2	-8	1.1	-4	7	-2	2	2
Cc1cccc(NC(=O)CS(=O)(=O)c2cn(C)c3ccccc23)c1	-5	-4	-10	1	-2	3	7	-6	13
CC(NC(=O)Nc1ccc(F)cc1F)c1ccncc1 (stereo not given)	-5	-3	1	1.1	24	-20	3	6	-4
COc1ccccc1NC(=O)C1=C(C)Nc2ncnn2C1c1cccs1 (stereo not given)	6	1	-8	1	-26	2	-1	-5	3
CCc1ccc(C2C(C#N)=C(N)SC(N)=C2C#N)s1	3	-5	3	1.1	-4	2	2	1	12

Rewritten with values under each structure: two of the compounds above
Below each compound: JNK3 inh	Hsp90 inh	Cdc25B block	Abs 340nm	DUSP1 inh	FXIIa mix inh	FXIa mix inh	MMP-13 inhibitor	AP complement
COc1ccc(NC(=O)C2CC(c3cc(OC)c(OC)c(OC)c3)=NO2)cc1OC (stereo not given)
  3	5	-1	1	11	1	2	0	12
CCCCC(c1nnnn1CCOC)N1CCN(c2cccc(OC)c2)CC1 (stereo not given)
  -8	-2	-10	0.97	-2	0	10	2	11

(cont.)
SMILES	JNK3 inh	Hsp90 inh	Cdc25B block	Abs 340nm	DUSP1 inh	FXIIa mix inh	FXIa mix inh	MMP-13 inhibitor	AP complement
Cn1c(C(=O)NCCCN2CCN(c3cccc(Cl)c3)CC2)cc2c(=O)n(C)c3ccccc3c21	-3	0	-8	1.1	-1	41	5	-3	5
CC(C)OCCCn1c(=NC(=O)c2ccncc2)c(C#N)cc2c(=O)n3ccccc3nc21	0	-15	2	1.1	-1	7	-30	i[fluorescence artefact?]	38*
Cc1ccc(NC2=NC(c3ccc(O)cc3)n3c(nc(C)cc3=O)N2)cc1 (stereo not given)	5	-1	-2	1.1	-4	11	-1	-1	5
O=C(Cn1nnc2ccccc21)C1CC1	0	-2	7	1	-2	4	2	-1	21
O=C(Cc1ccccc1)Nn1cnc2ccccc21	2	-1	7	0.99	-16	-12	8	-8	18
CCOC(=O)N1CCN(c2ncnc3nc[nH]c23)CC1	0	37	0	1.1	7	0	3	-2	9
CC(c1ccco1)N(C(=O)COc1ccc(Cl)cc1)c1ccccn1 (stereo not given)	7	-3	-12	1	17	-3	0	-2	29
O=C(Cc1nn[nH]n1)NCCC1=CCCCC1	-2	-1	-11	0.99	-6	7	8	-2	4
CCC(=O)Nc1ccc2nc(C3CC3)n(Cc3ccccc3)c(=O)c2c1	4	0	-4	1	-7	-6	4	-1	2
CC(=O)[C@H]1CC[C@H]2[C@@H]3CCC4=CC(=O)CC[C@]4(C)[C@H]3CC[C@]12C	3	-1&-1	-4	0.99	-22	4	-3	2	1
CC(C)CNC(=O)CN(C1CCCCC1)S(C)(=O)=O	-3	-5	5	1	-1	11	8	4	4
Cc1occc1-c1nnc(SCC(=O)NCc2cccs2)n1CC1CCCO1 (stereo not given)	-4	0	-21	0.99	11	10	0	-1	17
O=C(Oc1ccc2c(c1)OCC2=O)c1ccccc1	3	0	-4	1	5	6	4	3	13
OC1(CN2CCOCC2)C2CN3CCN(C2)CC1(c1ccccc1)C3 (stereo not given)	2	0	-10	0.98	7	3	3	-7	1
CCOc1cccc(NC(=O)C2CCCN(S(=O)(=O)c3ccc(-n4cnnn4)cc3)C2)c1 (stereo not given)	21*	1	0	0.95	8	-19	-2	-2	-5
C[C@H](NC(=O)OC(C)(C)C)C(=O)NCC1CCC(C(=O)O)CC1 (stereo not given in full)	-1	1	-2	1	-11	12	6	5	13
O=C(Cn1cnc2c(cnn2-c2ccccc2)c1=O)NCc1ccccc1	3	-1	-14	1.1	10	-1	12	-2	7
COc1cccc(C(=O)N2CCN(S(=O)(=O)Cc3ccccc3)CC2)c1	1	-2	2	0.98	18	-5	17	-3	4
CCC(C)NC(=O)c1c(N)n(/N=C/c2ccccn2)c2nc3ccccc3nc12 (stereo not given)	2	-4	-3	1.1	-4	3	5	-11	3
COc1ccc(Cn2nnnc2C(c2ccc(F)cc2)N2CCN(C3CCCC3)CC2)cc1 (stereo not given)	-7	-5	-3	1.1	-13	10	8	0	4
COc1cccc(-c2nc(CS(=O)CC(=O)NCc3ccc4c(c3)OCO4)c(C)o2)c1 (stereo not given)	-3	-1	-10	1	17	5	9	0	28
CC1(C)NC(=O)N(CC(O)CNC23CC4CC(CC(C4)C2)C3)C1=O (stereo not given)	-6	-1	-15	1.1	-2	2	3	4	16
C=CCOc1ccc(/C(O)=C2\C(=O)C(=O)N(CCOC)C2c2cccnc2)cc1 (stereo not given)	0	0	0	1	-20	-2	3	6	9
Brc1cnn(-c2nc(N3CCOCC3)nc(N3CCOCC3)n2)c1	-1	3	3	0.99	-2	-19	-13	4	12
COc1ccc(S(=O)(=O)NC(CC(=O)NCc2ccco2)c2ccco2)cc1 (stereo not given)	1	0	0	0.99	0	5	-8	-1	10
Cc1ccc(S(=O)(=O)N(C)c2ccc(C(=O)O)cc2)cc1	-1	0	-19	1	5	-1	-28	-2	-3
COc1cccc(-n2cc3c(=O)n(C)c(=O)n(C)c3c2)c1	1	-3	-6	1	-22	6	7	8	12
Cc1cc(C(=O)Nc2cccc3ncccc23)no1	-11	1	6	1	9	9	3	-5	8
O=C(CN1CCOc2ccccc21)NCc1ccc(F)cc1	-3	-3	-21	1	6	11	3	6	6
Cc1ccc(NC(=O)CN(C)C(=O)CCCN2C(=O)c3ccccc3C2=O)cc1	-5	-5	-1	1	17	7	9	2	5
CCOC(=O)c1cc(-c2nnc(-c3ccc(Oc4ccccc4)cc3)o2)c(C)nc1C	2	-3	-15	0.99	-8	-6	3	-5	16
COC(=O)CN(c1nc(C)c(Cl)c(OC)n1)S(=O)(=O)c1ccc(C)cc1	-2	-3	-24	0.99	-13	5	9	-1	3
CCOC(=O)C1=C(c2ccccc2)N=C2SCC(=O)N2C1c1ccc2c(c1)OCO2 (stereo not given)	6	-3	-7	1.1	15	-2	6	-3	6
O=C(NCc1ccco1)C(c1ccncc1)N(CCC1=CCCCC1)C(=O)Cn1nnc2ccccc21 (stereo not given)	4	-7	7	1	10	0	1	-1	-9
Cc1cccc(COc2ccc(/C(O)=C3\C(=O)C(=O)N(CCN(C)C)C3c3ccncc3)cc2)c1 (stereo not given)	5	-5	7	1	0	-17	13	-2	8
CCOC(=O)c1ccccc1NC(=O)c1ccccc1N(C)S(C)(=O)=O	-2	0	7	1	2	3	9	1	0
CCOC(=O)c1[nH]c(C)c(C(=O)NCCc2ccc(OC)cc2)c1C	-7	-4	-2	1	5	10	8	2	13
CCOC(=O)c1c(C)oc2c1c(/C=N/c1ccccn1)c(O)c1ccccc12	-2	41	-20	1.1	15	69*	9	0	11
COc1ccc(CCn2c(SCC(=O)Nc3cc(C)on3)nc3ccsc3c2=O)cc1OC	/	-1	-12	1	20	22*	8	4	19
CCOC(=O)N1CCN(c2ncnc3c2cnn3-c2ccc(Cl)cc2)CC1	1	-1	5	1.1	5	2	7	2	21
Cc1nn(C)c(C)c1S(=O)(=O)N1CCC(C(=O)NC(C)c2ccccc2)CC1 (stereo not given)	-4	0	1	1.1	5	5	22	-10	24
Cc1ccc(S(=O)(=O)NCC2CCC(C(=O)NCc3ccco3)CC2)cc1 (stereo not given)	3	-6	10	1.1	-2	3	4	0	12
O=C(c1ccc(=O)oc1)N1CCN(C(c2ccccc2)c2ccccc2)CC1	3	-3	0	1.2	-11	/	/	-14	/
CCOc1cc(C)c(Cl)cc1S(=O)(=O)N1CCCC1	1	-6	-14	1	22	1	8	-2	12
CC1CCCCC1NC(=O)CN1CCC(O)(c2ccc(F)cc2)CC1 (stereo not given)	1	1	-12	1	24	-14	5	-2	7
Cc1n[nH]c(C)c1S(=O)(=O)N1CCCC(C(=O)N2CCN(c3ccc(Cl)cc3)CC2)C1 (stereo not given)	-3	-1	10	1	42	7	10	0	4
CSc1c(CC(=O)NCCO)n(C)c2ccccc12	-7	-3	-14	1	5	2	3	-22	6
COC(=O)c1ccc2c(=O)n(Cc3ccc4c(c3)OCO4)c(SCC(=O)N3CCCC3)nc2c1	/	-3	-4	1	10	-16	12	-1	5
COc1ccccc1NS(=O)(=O)c1ccc(NC(=O)CCNC(=O)c2ccco2)cc1	-1	3	12	1	35	5	11	0	4
O=C1COc2ccc(C(=O)COC(=O)c3ccc4ccccc4n3)cc2N1	-3	-2	27	1	11	3	5	-6	12
CCn1c(SCC(=O)Nc2ccccc2C)nnc1-c1ccccc1O	2	-6	-7	1.1	-3	12	7	2	14

Copied from the list.
`O=C(Cc1nn[nH]n1)NCCC1=CCCCC1` in Hsp90 inh reads -1
`CC1CCCCC1NC(=O)CN1CCC(O)(c2ccc(F)cc2)CC1` (stereo not given) in Cdc25B block reads -12
`CC1(C)NC(=O)N(CC(O)CNC23CC4CC(CC(C4)C2)C3)C1=O` (stereo not given) in DUSP1 inh reads -2

Just FXIa mix inh and AP complement (2 entries from above):
molecule,FXIa mix inh,AP complement
CC(C)OCCCn1c(=NC(=O)c2ccncc2)c(C#N)cc2c(=O)n3ccccc3nc21,-30,38*
Cc1ccc(NC2=NC(c3ccc(O)cc3)n3c(nc(C)cc3=O)N2)cc1 (stereo not given),-1,5
